# High-throughput results (PubChem)
# ADAM10 inh – ADAM10 inhibition, QFRET primary screen; recombinant ADAM10, EDANS/DABCYL FRET peptide cleavage, 3 h; AID 720582; inhibition, % at 7 µM; O14672; 0.62% of 370,000 active;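 active = inhibition above a per-campaign cutoff equal to the mean of compounds falling between control-based bounds plus 3 SD, cut at about 20% in these data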;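 also: 0% = DMSO wells while the 100% control is not disclosed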
# DAX1 inh-1 – inhibitors of human orphan nuclear receptor DAX1 (NR0B1); P51843; 0.99% of 340,000 active; inhibition, % at 6.75 µM; AID 504766; HEK293 Gal4-DAX1 luciferase reporter, luminescence;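 active = inhibition above the mean over all tested compounds plus 3 SD, cut at about 4.2% in these data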;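 also: 0% = DAX1-transfected cells with DMSO and 100% = empty-vector control cells with DMSO; inhibition shows as a rise in luminescence from relieved DAX1 repression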
# GC-A act – GC-A (human) enzyme activation; 0.14% of 370,000 active; AID 1671463; P16066; activation, % at 10 µM; HEK293 GC-A cells, cGMP TR-FRET, EC30 ANP; 0% at EC30 ANP, 100% saturating ANP; in the data active = activation above about 40%
# hcDAF-12 act – H. contortus DAF-12 activation, primary screen | activation, % at 6.8 µM | AID 652067 | HEK293 hcDAF-12 lit1-tk-luc reporter, luminescence; 0% DMSO, 100% Δ7-dafachronic acid | 1.4% of 370,000 active;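 active = activation above the mean of all tested compounds plus 3 SD, cut at about 5.5% in these data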;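 also: 100% = response to 3 µM Δ7-dafachronic acid high control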
# DAX1 inh-2 – inhibitors of DAX1 repression of SF-1 activated StAR promoter; HEK293T StAR-luciferase reporter, SF-1/DAX-1 repression relief; AID 652010; 1.1% of 370,000 active; inhibition, % at 6.8 µM;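 active = inhibition above the mean over all tested compounds plus 3 SD, cut at about 3.6% in these data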;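 also: 0% = DAX-1 cells with DMSO and 100% = cells lacking DAX-1 with DMSO; higher inhibition means more luminescence from relief of DAX-1 repression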
# hgDAF-12 ag – activates the H. glycines DAF-12 receptor ligand-binding domain | HEK293 GAL4-hgDAF12 UAS-luciferase reporter, agonist luminescence; normalized to butyrate control | activation, % at 6.8 µM | 1.8% of 370,000 active;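 active = activation above a cutoff set at the mean of all screened compounds plus 3 SD, cut at about 10% in these data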;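 also: 0% = DMSO wells and 100% = sodium butyrate wells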
# GC-B act – GC-B (human) receptor activation; P20594; HEK293-GC-B cells, CNP EC30, cGMP TR-FRET; 0% at EC30 CNP, 100% saturating CNP; activation, % at 10 µM; 0.11% of 370,000 active; AID 1920062;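 active = activation at 10 µM reaching about 35% in either raw or pattern-adjusted values, limit read from the data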
# Target sequence (P20594 whole entry, looked up): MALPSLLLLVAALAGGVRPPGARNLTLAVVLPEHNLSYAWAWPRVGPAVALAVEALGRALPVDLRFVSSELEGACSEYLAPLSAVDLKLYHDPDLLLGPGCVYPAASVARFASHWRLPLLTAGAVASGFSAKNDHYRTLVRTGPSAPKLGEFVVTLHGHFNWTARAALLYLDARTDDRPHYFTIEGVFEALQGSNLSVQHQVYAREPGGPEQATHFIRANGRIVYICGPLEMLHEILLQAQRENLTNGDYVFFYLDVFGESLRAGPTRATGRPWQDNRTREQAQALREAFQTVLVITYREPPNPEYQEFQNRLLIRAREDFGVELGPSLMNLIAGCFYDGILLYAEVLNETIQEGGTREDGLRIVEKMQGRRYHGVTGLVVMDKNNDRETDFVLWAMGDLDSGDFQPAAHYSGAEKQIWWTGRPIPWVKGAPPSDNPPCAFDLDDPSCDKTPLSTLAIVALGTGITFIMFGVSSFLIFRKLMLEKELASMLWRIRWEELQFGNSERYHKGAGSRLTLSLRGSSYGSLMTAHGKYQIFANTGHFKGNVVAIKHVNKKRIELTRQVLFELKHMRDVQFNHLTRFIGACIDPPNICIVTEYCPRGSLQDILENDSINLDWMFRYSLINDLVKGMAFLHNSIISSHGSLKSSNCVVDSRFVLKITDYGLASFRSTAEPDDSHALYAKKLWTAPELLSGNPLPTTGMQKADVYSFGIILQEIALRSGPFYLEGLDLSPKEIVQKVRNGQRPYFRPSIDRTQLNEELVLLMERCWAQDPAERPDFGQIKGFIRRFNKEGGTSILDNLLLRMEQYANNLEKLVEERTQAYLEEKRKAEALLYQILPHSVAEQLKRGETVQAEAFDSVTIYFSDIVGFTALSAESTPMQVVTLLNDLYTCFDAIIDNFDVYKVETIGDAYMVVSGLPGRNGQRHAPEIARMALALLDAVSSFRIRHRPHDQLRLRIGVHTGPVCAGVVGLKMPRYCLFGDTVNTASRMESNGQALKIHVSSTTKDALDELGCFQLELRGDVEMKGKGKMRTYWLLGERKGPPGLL
# FXN GAA850 act – frataxin GAA850 promoter activation; HEK293 lucGAA850 FXN promoter luciferase reporter, 24 h; percent of 10 µM SAHA response; activation, % at 6 µM; 0.56% of 360,000 active; AID 540364;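 active = activation above the average of all compounds screened plus 3 SD, cutoff fixed separately per campaign, cut at about 7.5% in these data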;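 also: 0% = DMSO wells and 100% = 10 µM SAHA wells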
# sPLA2-III inh – Blocks human group III sPLA2 activity; Q9NZ20; QFRET BODIPY PC-A2 liposome hydrolysis, fluorescence; inhibition, % at 12.2 µM; 0.56% of 370,000 active; AID 743126;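 active = inhibition above mean plus 3 SD of compounds lying within the high and low control bounds, cut at about 19% in these data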;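 also: 0% = median of test compound wells and 100% = no enzyme DMSO wells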
# SMARCA2 activ – increases SMARCA2 function in MMTV reporter cells; MG213 cells, MMTV-luciferase reporter, dexamethasone, overnight; activation, % at 9.1 µM; 1% of 370,000 active; AID 652017; in the data active = activation above about 7.8%;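 also: 0% = vehicle wells and 100% = reference activator wells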
# ssDAF-12 act – S. stercoralis DAF-12 activation, primary screen | HEK293 ssDAF-12/GRIP1 lit1-tk-luc reporter, luminescence; % of 3 µM dafachronic acid response | activation, % at 6.8 µM | 1% of 370,000 active | AID 652126;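 active = activation above the mean over all tested compounds plus 3 SD, cut at about 0.9% in these data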;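 also: 0% = DMSO-only wells and 100% = 3 µM delta7-dafachronic acid wells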
# Numbers without * were called inactive; i = inactive; / = no result given.
SMILES,ADAM10 inh,DAX1 inh-1,GC-A act,hcDAF-12 act,DAX1 inh-2,hgDAF-12 ag,GC-B act,FXN GAA850 act,sPLA2-III inh,SMARCA2 activ,ssDAF-12 act
O=C(CSC(=S)N1CCOCC1)Nc1ccc(S(=O)(=O)Nc2ncccn2)cc1,-6,0.5,4,-0.4,-0.2,0.8,4,0.8,12,0,-1.0
CC(C)(C)NC(=O)CSc1nnc(Cc2ccccc2)n1CC1CCCO1 (stereo unspecified),0,-0.8,0,-1.3,-0.5,-1.6,-2,2.1,2,-1,-0.5
O=C(O)CCNS(=O)(=O)c1ccc(Oc2ccccc2)cc1,-11,1.4,3,-1.8,-0.5,0.0,2,-1.7,1,-4,-0.7
COc1ccccc1C(CNC(=O)C(CCSC)NC(=O)c1ccccc1Cl)N1CCCC1 (stereo unspecified),-3,0.7,1,-0.1,1.8,-0.6,-1,-4.2,-5,-4,-0.8
Oc1ccc2ccccc2c1C=Nn1c(-c2n[nH]c3c2CCC3)n[nH]c1=S,-29,/,2,-0.4,-0.8,5.9,-5,/,12,-5,0.2
CCOC(=O)CCC(NC(=O)CCCCCCCC(=O)NC(CCC(=O)OCC)C(=O)OCC)C(=O)OCC (stereo unspecified),-12,2.1,2,1.9,-0.1,-0.2,1,-0.2,15,-4,-0.7
CCCN(CCC)c1nc(Cl)nc(NCc2ccco2)n1,-1,0.8,-2,-0.7,0.7,-2.5,-4,1.5,-55,-1,-0.8
COc1ccc(NC(=O)N2CCN(C(=O)Nc3ccc(OC)cc3)CC2)cc1,0,-2.3,0,-1.1,-0.3,0.9,-3,1.2,11,-2,0.2
CNC(=S)N(CCc1c(C)[nH]c2ccc(C)cc12)Cc1cccnc1,-8,1.8,-9,0.3,-1.3,0.4,-2,-2.0,-2,-2,-1.3
O=C(O)COc1ccccc1Cc1ccccc1,6,1.9,-1,-1.3,0.0,-0.4,3,4.1,1,1,-1.3
COc1ccc(C(=O)Nc2ccc3ccccc3n2)c(OC)c1OC,-2,-5.5,5,4.2,-0.2,5.9,-1,-5.0,0,4,-0.3
Cc1cccnc1NC(=O)c1ccc2c(c1)NC(=O)C(C)S2 (stereo unspecified),-4,1.4,1,-1.2,1.9,5.7,4,0.8,-2,0,-0.8
O=C(CSc1nc(O)c(C2CCCCC2)c(=O)[nH]1)Nc1ccc(F)cc1,-2,-0.2,-1,0.0,0.2,1.0,5,0.2,-6,2,-1.0
CCNC(=O)COC(=O)c1cc(S(=O)(=O)N2CCCc3ccccc32)ccc1Cl,8,-1.9,-7,-0.7,-0.2,6.5,-9,1.5,-1,4,-0.8
CCN(C(=O)C1CSC2(C)CCC(=O)N12)c1nc2c(C)cccc2s1 (stereo unspecified),-1,0.0,1,-0.1,1.9,-1.3,-1,2.2,6,-2,-0.7
CCC(C)n1cnc2c(=O)oc3ccccc3c21 (stereo unspecified),-5,-0.9,/,-1.6,-0.3,1.5,/,3.1,9,-3,-1.8
C[C@@H]1CCCCO[C@H](CN(C)Cc2ccc(C(F)(F)F)cc2)[C@H](C)CN([C@@H](C)CO)C(=O)c2cc(NC(=O)Cc3ccccc3)ccc2O1,3,1.8,0,0.5,1.3,0.9,2,-8.3,-10,-3,-0.1
Cc1ccc(CCNS(=O)(=O)c2cnc[nH]2)cc1,5,0.0,2,-2.2,0.8,-0.2,10,2.1,-31,0,-0.8
CCN(CC)CCCC(C)NC(=O)c1cc(=O)c2ccccc2o1 (stereo unspecified),1,0.5,1,-0.4,0.3,2.2,4,1.2,-2,5,-0.7
O=C(C[C@H]1C/C=C/CC[C@@H](Cc2ccc(F)cc2)C(=O)O[C@@H](c2ccccc2)CNC1=O)NCCO,-6,-0.5,-2,-1.6,-0.5,-2.9,0,-1.9,3,-1,-1.7
COc1ccc(C(CNC(=O)c2cccc(S(=O)(=O)Nc3ccc(F)cc3)c2)N2CCOCC2)cc1 (stereo unspecified),-8,2.4,-3,-2.2,2.0,-0.6,2,-0.6,-15,-3,-1.3
COc1ccc(NC(=O)CCCCn2c(=O)[nH]c3ccccc3c2=O)cc1,5,0.1,-2,-1.6,0.6,0.3,-7,-3.0,8,-3,-1.2
N#Cc1cn(CC(=O)O)c2ccccc12,-6,-0.7,0,3.4,0.4,0.6,5,0.3,3,-10,0.5
Cc1nc(-c2cccc(NC(=O)Cc3ccccc3)c2)cs1,6,0.1,4,-0.6,0.4,0.3,7,1.5,-5,5,-1.4
O=C(CCCc1ccccc1)Nc1nccs1,3,0.1,1,-0.3,0.5,2.1,-1,0.4,17,-4,-0.8
CN(C)S(=O)(=O)c1cccc(NC(=O)CN2C(=O)C3C4C=CC(C4)C3C2=O)c1 (stereo unspecified),-12,-0.7,-1,-0.7,-0.1,-2.1,8,0.7,7,-1,-1.7
CCOC(=O)NC(=O)CSc1ccc2ccccc2n1,6,-1.2,-11,1.3,0.2,1.7,-2,1.9,-5,-4,-0.5
COc1ccc(CCNC(=O)C2CCCN(C(=O)c3ccc(Cl)cc3)C2)cc1 (stereo unspecified),6,0.9,-4,-0.8,0.1,0.6,4,-0.7,3,-2,-0.7
Cc1ccc(S(=O)(=O)NCCC(=O)N2CCN(S(=O)(=O)c3cccc(F)c3)CC2)cc1C,-2,-1.5,3,-0.9,0.0,-2.6,2,0.7,-21,-1,-0.6
O=C(O)CCC(=O)N1N=C(c2ccco2)CC1c1ccco1 (stereo unspecified),2,1.1,-1,-0.1,-0.3,0.6,0,1.7,-6,2,-1.2
CC(C)(C)n1nnnc1C(c1cccc(C(F)(F)F)c1)N1CCOCC1 (stereo unspecified),12,-1.6,-1,0.8,0.0,0.5,-4,0.5,0,-6,-1.4
COc1ccc(C)cc1S(=O)(=O)N1CCC(C(=O)N2CCOCC2)CC1,6,-1.3,3,0.6,2.1,1.3,6,-1.0,-7,-4,-1.3
CCc1ccc(NC(=O)NCc2ccccn2)cc1,-14,1.0,1,2.3,2.2,1.3,2,2.0,5,-1,0.4
Cc1cc(CC(C)C)n(-c2nc3ccccc3c(=O)n2OCc2ccccc2)n1,0,0.2,-9,3.8,-0.1,1.5,-12,-3.1,2,-2,-0.4
COc1ccc(OC)c(C2C(C(C)=O)=C(C)Nc3ncnn32)c1 (stereo unspecified),0,0.8,0,-1.3,-0.5,1.2,2,0.8,-3,0,-1.9
CCCCNC(=O)NS(=O)(=O)c1ccc(NS(=O)(=O)c2ccccc2)cc1,0,-0.7,4,-1.2,1.1,-1.6,-1,-1.1,-1,-1,-0.5
CNc1cccc(-c2ccc(N3CCN(C)CC3)nc2)n1,i,/,-2,1.7,2.1,9.3,-1,6.4,3,9.1*,0.3
COc1cc(S(=O)(=O)N2CCOCC2)ccc1NC(=O)CSc1nnc(N)s1,0,-0.9,-1,-1.5,-0.1,-1.6,3,1.2,0,-1,-1.4
O=C(CCCCCCN1C(=O)c2ccccc2C1=O)NC1CCCCC1,-3,0.8,4,-0.6,-0.2,2.6,-7,-1.5,-4,1,-1.0
CCOc1ccc(CN2C(=O)c3ccccc3C2=O)cc1C(=O)O,2,1.6,3,1.1,-0.2,-1.1,1,1.4,0,0,-0.9
O=C(CN1CCN(S(=O)(=O)c2ccc(F)cc2)CC1)NCC1(N2CCOCC2)CCCCC1,-11,0.2,-1,-0.9,0.2,-3.2,1,-0.8,-1,-2,-1.1
O=C(COC(=O)c1cccc(F)c1)NC1CC1,-2,0.1,1,-0.9,0.0,-0.6,7,-1.6,-3,-1,-2.3
CN(Cc1ccccc1)S(=O)(=O)c1ccc(N2CCOCC2)nc1,-6,0.6,5,-1.8,-0.5,1.1,2,-0.3,-1,0,-2.0
CCc1c(O)nc(SCC(=O)Nc2ccccc2C)[nH]c1=O,0,0.5,-2,-1.1,-0.3,1.1,1,-0.1,8,3,-0.9
COc1ccc(C(=O)OCC(=O)N2CCc3ccccc3C2)cc1OC,-9,-0.6,2,-1.9,-0.6,-3.7,-2,1.6,4,-2,-1.6
O=c1[nH]c2cc(F)ccc2c2ccc(F)cc12,-55,2.2,3,0.9,1.4,4.1,-4,3.7,0,3,-0.1
CCOc1ccccc1N1CCN(Cc2ccc(Br)s2)CC1,6,0.1,4,-1.9,-1.4,-2.0,4,-4.0,3,-2,-1.8
CC(N)c1csc(NC(=O)c2cc(C(C)(C)C)nn2Cc2ccccc2)n1 (stereo unspecified),-10,/,0,-0.5,-1.1,7.7,-4,-3.2,-2,-7,-0.7
CC1(C(=O)NS(=O)(=O)c2ccc(F)cc2F)CCN1C(=O)CC(c1ccccc1)c1ccccc1 (stereo unspecified),-7,/,0,0.2,-0.8,-2.5,0,-0.8,-15,1,-0.5
CC(C)(C)c1ccc(C(=O)NCCCNC(=O)c2cccnc2)cc1,3,-0.9,0,-1.9,-0.4,2.2,5,-0.1,-6,1,-0.8
# (continued)
SMILES,ADAM10 inh,DAX1 inh-1,GC-A act,hcDAF-12 act,DAX1 inh-2,hgDAF-12 ag,GC-B act,FXN GAA850 act,sPLA2-III inh,SMARCA2 activ,ssDAF-12 act
CC1CCc2nc(NC(=O)c3cc(C(C)(C)C)nn3C)sc2C1 (stereo unspecified),5,2.6,4,-2.0,-0.2,-0.1,-8,3.0,5,1,-2.1
CC1CC(C)CN(CCCNC(=O)Cc2c(C(=O)O)[nH]c3ccccc23)C1 (stereo unspecified),0,-2.1,-2,0.4,1.1,-0.2,10,-2.3,-1,0,-1.3
CC(=O)c1cccc(NC(=S)Nc2ccc(F)cc2)c1,1,-0.6,1,-0.4,-0.2,2.5,0,0.6,4,-1,-0.5
C=CC[C@@H](Cc1ccc(F)cc1)C(=O)OC[C@@H]1CCCN1C(=O)[C@H](CC=C)CC(=O)N(CCO)Cc1ccccc1,19,0.6,5,-1.1,-0.7,-4.4,-9,-7.8,-21,0,-2.0
Cc1ccc(S(=O)(=O)N(C)CC(=O)OCC(=O)NCCc2ccc(S(N)(=O)=O)cc2)cc1,-10,-1.6,4,-1.5,-0.4,1.1,-3,-1.3,-7,3,-1.3
CCOC(=O)[C@]12CCC=C1N(Cc1ccc3c(c1)OCO3)C(=O)[C@H](CC(=O)NCCCOC)C2,-4,/,-1,-1.6,0.2,3.1,1,/,2,3,-1.0
Cc1cc(C)nc(N2CCCC(C(=O)NCCC3=CCCCC3)C2)n1 (stereo unspecified),-13,-0.8,-3,-1.2,-0.2,-0.2,4,-1.0,0,-6,-0.5
CC1CCCCN1S(=O)(=O)c1cc2c(=O)nc3ccccn3c2cc1Cl (stereo unspecified),-3,/,0,-3.6,-0.1,0.4,1,/,2,-1,-0.9
O=C(Cn1nnc(-c2ccccc2)n1)Nc1ccc2c(c1)OCO2,1,-0.1,2,0.6,1.3,1.0,-5,2.7,-9,2,-1.3

# Entries from the list above that have a furan ring, fused or not (2):
SMILES,ADAM10 inh,DAX1 inh-1,GC-A act,hcDAF-12 act,DAX1 inh-2,hgDAF-12 ag,GC-B act,FXN GAA850 act,sPLA2-III inh,SMARCA2 activ,ssDAF-12 act
CCCN(CCC)c1nc(Cl)nc(NCc2ccco2)n1,-1,0.8,-2,-0.7,0.7,-2.5,-4,1.5,-55,-1,-0.8
O=C(O)CCC(=O)N1N=C(c2ccco2)CC1c1ccco1 (stereo unspecified),2,1.1,-1,-0.1,-0.3,0.6,0,1.7,-6,2,-1.2
